Nrf2 activator: activates Nrf2 signaling; AREc32 ARE-luciferase reporter (MCF7-derived line), luminescence, 24 h; Potency, µM (top dose mostly 46.1 µM), for inactives: at the highest dose activation, hits mostly activators; 410,000 compounds, 0.31% hits; note: potency is the fitted concentration of half-maximal effect; % of control where 0% means no effect; nearly all actives have a fitted effect of over 65% in size
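Quantitative high-throughput format: AREc32 reporter cells, 1000 per well, received compound by pin transfer and were incubated 24 hr at 37 deg C, 5% CO2, before Steady-Glo luminescence detection.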
S2 tox: viability counter-screen for ATXN expression inhibitors. S2 cells (HEK-293 line with an ATXN2-luciferase reporter) viability, CellTiter-Fluor protease fluorescence, 24 h. Potency, µM (highest dose often 56.7 µM), actives largely listed as cytotoxic. 400,000 compounds, 0.49% hits; note: potency is the fitted concentration of half-maximal effect; nearly all actives have a fitted effect of over 40% in size
CCT modulator: cytosolic chaperonin activity modulation; purified chaperonin ATPase assay, HTRF ADP detection, 30 min; activity change, % (test concentration not listed), hits read low; 360,000 compounds, 0.3% hits; in the data active = activity change below about -30%; note: % is set by controls: 0 for no effect and ±100 for the full control effect
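Enzyme 40 or 20 nM (batch-dependent) in Tris pH 7.4/KCl/MgCl2/DTT; cpd 76 uM single point; ATP 10 uM; 30 min 37 °C; Transcreener ADP HTRF detection, 30 min RT; ratio 665/615.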
Nrf2 inh: blocks Nrf2 signaling; A549 ARE-Fluc reporter, luciferase luminescence, 18-24 h; Potency, µM (highest dose often 46 µM), for inactives: at the top dose activity change, negative = inhibition, usual class: inhibitors; 360,000 compounds, 2.1% hits; note: potency is the fitted concentration of half-maximal effect; % is set by controls: 0 for no effect and ±100 for the full control effect; nearly all actives have a fitted effect of over 60% in size
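Concentration-response testing used A549 ARE_Fluc cells at 5000 cells/well. Following an 18-24 h compound incubation, viability was read by fluorescence (Ex 405/Em 525) and luciferase output by luminescence.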
A549 tox: counter-screen for Nrf2 inhibitors: cytotoxicity in A549 cells; 390,000 compounds, 0.16% hits; Potency, µM (top dose mostly 46 µM), for the others: at the top dose activity change, negative = cytotoxicity, most hits filed as inhibitors; A549 ARE-Fluc cells, CellTiter-Fluor viability, 18-24 h; note: potency is the fitted concentration of half-maximal effect; % is set by controls: 0 for no effect and ±100 for the full control effect
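Cytotoxicity counterscreen: CellTiter-Fluor fluorescence was measured in A549 ARE_Fluc cells after 18-24 h of compound exposure in a concentration series. The subsequent BugLite luminescent read reports ARE-luciferase activity.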
HepG2 viability: counter-screen for TGF-b inhibitors: cytotoxicity in HepG2 cells; AID 588856; HepG2 CAGA-GFP viability, ATP luminescence, 18 h; Potency, µM (highest dose often 46.1 µM), for inactives: top-dose activity change, negative = cytotoxicity, hits mostly cytotoxic; 410,000 compounds, 0.76% hits; note: potency is the fitted concentration of half-maximal effect; some results filed as inactive show a strong effect at the top dose
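HepG2 CAGA-GFP cells (1000/well, DMEM with 1% FBS) received compound, then TGF-beta at 500 pg/mL final, and were incubated 18 hours at 37 degrees C. Viability was read by CellTiter-Glo luminescence. Media-only wells were set as complete cell-killing and DMSO as no toxicity.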
TGFb inhibitor: inhibitors of TGF-b signaling; HepG2 CAGA-GFP TGF-b/SMAD3 reporter, GFP fluorescence, 18 h; TGF-beta stimulated, 500 pg/mL final; Potency, µM (titrated, usually from 46.1 µM), without a hit: top-dose activity, negative = inhibition, actives largely listed as inhibitors; 410,000 compounds, 1.2% hits; AID 588855; note: potency is the fitted concentration of half-maximal effect; % is set by controls: 0 for no effect and ±100 for the full control effect; nearly all actives have a fitted effect of over 65% in size
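Using HEPG2 CAGA-GFP reporter cells at 1000 cells/well, we pinned test compounds, stimulated with recombinant TGF-beta (500 pg/mL final) and measured total well GFP after 18 h.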
pAkt inh: Akt phosphorylation inhibition. Neuro2A IGF-stimulated pAkt S473 HTRF, 20 min; hits give low values. activity change, % for hits at 50 µM. 360,000 compounds, 0.32% hits; in the data active = activity change below about -80%; inconclusive = mostly about -51% to -80%; note: % is set by controls: 0 for no effect and ±100 for the full control effect
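Neuro2A cells (4,500/well, DMEM with 0.5% FBS) were treated with compound at a single 50 µM final concentration, stimulated with 6 nM IGF for 20 min at 37 °C, and lysed. Phospho-Akt Ser473 was read by HTRF as 665/615 ratio ×10^4.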
Mm-Cpn inhibitor: inhibitors of Methanococcus maripaludis chaperonin (MmCpn); purified Mm-Cpn ATPase, ADP Transcreener TR-FRET; 330,000 compounds, 0.031% hits; Potency, µM (highest dose often 76.9 µM), without a hit: at the top dose activity, negative = inhibition, usual class: inhibitors; note: potency is the fitted concentration of half-maximal effect; % is set by controls: 0 for no effect and ±100 for the full control effect; nearly all actives have a fitted effect of over 80% in size
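Eu-cryptate anti-ADP/ADP-d2 competition gives a ratio inversely related to ADP. Enzyme at 25 nM was pre-exposed to compound for 10 min, then given 10 uM ATP for 30 min, 37°C throughout.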
An asterisk follows results filed as active; i = inactive; ? = inconclusive; nt = not tested or not shown; & = joins results of further samples; [ ] = another dose, or the depositor's remark. Unless noted, calls come from the whole dose curve; as a rule, active = well fitted curve in the direction sought with a large enough effect; inconclusive = small, poorly fitted or top-dose-only effect, or another doubt; inactive = no such curve, though single readings can be large; an effect the other way counts as inactive or inconclusive. The order is random. Share with any hit: about 4.4%.

SMILES	Nrf2 activator	S2 tox	CCT modulator	Nrf2 inh	A549 tox	HepG2 viability	TGFb inhibitor	pAkt inh	Mm-Cpn inhibitor
CCCC(=O)Nc1cc(C)c(NC(=O)c2ccccn2)cn1	-0.2%	i	-1.4	?	6%	-37%	-7%	i	2%
C=CCNC(=S)NNC(=O)c1cccn(Cc2cccc(Cl)c2)c1=O	-0.3%	i	0.3	-20%	-5%	0%	8%	i	0%
CCc1ccc2cc(C)cc(C)c2n1	-0.3%	i	0.1	nt	nt	5%	-4%	i	nt
Cc1cc(NS(=O)(=O)c2ccccc2)c(C)c(Cl)c1O	7.2%	i	0.5	-2%	3%	-17%	-6%	i	1%
CC(NC(=O)Cc1cccs1)C(c1cccs1)N1CCN(c2ccccc2F)CC1 (stereo unspecified)	1.9%	i	1.6	?	-21%	-12%	-10%	i	-10%
CCNC(=O)COC(=O)/C=C/c1cccs1	3.8%	i	-1.3	5%	11%	-20%	0%	i	1%
Cc1ccc(SCc2c(C(=O)N/N=C/c3cccs3)nnn2-c2nonc2N)cc1	1.4%	i	2.1	nt	nt	-8%	-7%	i	nt
CN(C)S(=O)(=O)c1ccc(N2CCCC2)c(C(=O)Nc2ccccc2Br)c1	-0.4%	i	0.5	6%	-1%	0%	-17%	i	-2%
CCOC(=O)/C(=N\Nc1ccccc1[N+](=O)[O-])c1csc(N)n1	?	?	-3.2	7%	2%	3%	-4%	i	1%
Cn1c(=O)c2c(nc(NCCc3ccccc3)n2Cc2ccccc2)n(C)c1=O	0.1%	i	-0.5	15µM*	-10%	-34%	-29%	i	?
CCOC(=O)C[C@H]1c2cc(C(F)(F)F)ccc2S(=O)(=O)N1Cc1ccccc1	7.9%	i	0.2	-3%	-3%	-23%&9%	14%	i	nt
C=CCc1ccc(OCc2ccc(C(=O)OC)o2)c(OC)c1	-0.1%	i	-1.1	?	-8%	-18%	-28%	i	-2%
CCOC(=O)c1[nH]c2ccc(C)cc2c1N=CN(CC)CC	2.7%	i	0.7	16%	-1%	0%	3%	i	-1%
COc1ccc(C(=O)Cn2c(NCCCO)nc3ccccc32)cc1	-0.9%	i	0.8	nt	nt	-7%	-2%	i	nt
Cc1ccc(NC(=O)c2sc3nc(N4CCOCC4)c4c(c3c2N)CCCC4)cc1	-1.0%	i	-0.7	nt	nt	-13%	-15%	i	nt
COc1ccc([N+](=O)[O-])cc1NC(=O)COC(=O)Cc1cc(OC)c(OC)c(OC)c1	-0.2%	i	-1.1	-5%	-1%	0%	-5%	i	0%
C#CCN(C[C@@H]1[C@@H](OC(=O)NCCCCCC)[C@@H](OC(=O)NCCCCCC)Cn2c(=O)ccc(=O)n21)S(=O)(=O)c1ccc(C)cc1	?	4µM*	2.2	nt	nt	6.3µM*	6.3µM*	i	nt
Cc1ccc(C(=O)/C=C/c2cc(C#N)n(C)c2C)cc1	6.3%	i	-2.3	6%	15%	-22%	0%	i	0%
Cc1nc(C(F)(F)F)ccc1C(=O)N1CCC1(C)C(=O)Nc1ccc2c(c1)OCO2 (stereo unspecified)	-0.6%[9.22 µM]	i	-3.6	nt	nt	-21%	3%	i	nt
CCCC[C@@H]1Cc2[nH][nH]c(=O)c2[C@H](c2ccc3ccccc3c2)O1	-0.1%	i	0.5	nt	nt	nt	nt	i	nt
CCc1nn(CCCC(=O)N2CCc3ccccc3C2)c(=O)c2cc3occc3n12	1.8%	i	-2.6	-16%	-5%	-1%	-2%	i	-4%
O=C(NCCCN1CCOCC1)C1COc2ccccc2O1 (stereo unspecified)	2.5%	i	-0.9	5%	2%	-6%	4%	i	0%
NNC(=O)c1ccc(COc2cccc3ccccc23)o1	7.5%	i	0.1	12%	10%	-29%	-30%	i	-17%
O=C(c1ccc(CSc2ccc(Cl)cc2)cc1)N1CCCC1	11%	?	-3.0	-3%	-4%	-55%	?	i	-4%
CCOc1ccc(S(=O)(=O)N2CCC(C(=O)NCc3ccncc3)CC2)cc1Cl	-0.5%	i	-1.5	-3%	1%	-3%	0%	i	-1%
CC(C)(C)n1nnnc1CN1CCC(NC(=O)NC2CCCCC2)CC1	0.4%	i	-1.2	9%	-5%	2%	10%	i	-2%
COc1ccc(CN2CCOCCOCCOCCOCCOCC2)cc1	-1.7%	i	0.7	2%	-2%	1%	18%	i	1%
CC(C)CCNC(=O)CCc1nnc(Cc2c[nH]c3ccccc23)o1	-0.6%	i	-3.8	15%	-1%	16%	19%	i	0%
COc1ccc(OC)c(S(=O)(=O)Nc2ccc(-c3ccc4nncn4n3)cc2)c1	7.2%	i	-1.1	?	-1%	7.9µM*	-1%	i	0%
CCOC(=O)[C@@H]1[C@H]2COc3ccc(Br)cc3[C@@H]2N2C(=O)N(c3ccc(Br)cc3)C(=O)[C@@]12C	-0.4%	i	-0.6	-17%	-9%	7%	14%	i	-1%
COC(=O)Cc1nc(NC(=O)c2cccs2)sc1C	4.7%	i	-1.0	?	-3%	0%	14%	i	1%
CC(C)(C)NS(=O)(=O)c1ccc(OCC(=O)NCC2CCCO2)cc1 (stereo unspecified)	-0.5%	?	0.8	-15%	-6%	0%	0%	i	-2%
O=C1CC(=O)N(CCc2ccccc2)C(=O)N1CCc1ccccc1	6.8%	i	-0.3	?	-5%	-26%	24%	i	-2%
NS(=O)(=O)c1ccc(CCNCc2cccs2)cc1	-0.7%	i	-1.6	5%	-1%	10%	12%	i	1%
CCOc1cc(NC(=O)Nc2ccc(F)cc2)c(OCC)cc1NC(=O)CC	0.4%	i	-0.3	?	-9%	-9%	12%	i	3%
Cc1ccc(SC(C)C(=O)Nc2ncn[nH]2)cc1 (stereo unspecified)	0.0%	i	-2.3	-13%	0%	-3%	5%	i	4%
O=C(CN1CCN(c2ncccn2)CC1)NCc1ccc2c(c1)OCO2	-0.5%	i	1.4	6%	8%	-3%	3%	i	1%
O=C(NNc1ccccc1)OCc1ccccc1	0.5%	i	0.7	nt	nt	-11%	0%	i	nt
Cc1ccc(O)c(NC(=O)C2CC(c3ccc(F)cc3)=NO2)c1 (stereo unspecified)	13%	?	-2.4	-4%	-5%	-3%	3%	i	-1%
Cc1ccc(NNC(N)=S)cc1Cl	3.4%	i	2.0	-5%	0%	-11%	?	i	1%
CC(=O)Nc1cccc(NC(=O)CSc2nc(=O)n(CCN3CCOCC3)c3c2CCCC3)c1	-0.1%	i	1.4	6%	4%	-6%	14%	i	0%
CC(C)[C@@H]1C=C(C(=O)O)O[C@H](OCCCCO)C1	-0.2%	i	-0.8	18%	-2%	-6%	0%	i	-3%
OC(CNC1CCCc2ccccc21)COc1c(Cl)cccc1Cl (stereo unspecified)	2.5%	i	-0.6	5%	-4%	-39%	?	i	2%
CC/C(O)=C1\C(=O)CC(c2ccccc2)CC1=NCCC(=O)O (stereo unspecified)	-0.2%	i	2.2	11%	0%	9%	14%	i	1%
Cc1nn(CC2CC2)c(=O)n1-c1cccc(Cl)c1	0.5%	i	1.1	1%	1%	6%	-2%	i	-2%
O=C(COc1ccc(Oc2ccccc2)cc1)NCc1cn2ccccc2n1	-0.3%	?	-1.6	4%	-26%	13%	?	i	2%
CCNc1nc(SCC(=O)Nc2ccccc2)nc(N2CCOCC2)n1	-0.6%	i	-2.0	-5%	-2%	10%	16%	i	-2%
CN(C)S(=O)(=O)N1CCN(c2ccc([N+](=O)[O-])cc2)CC1	2.8%	i	0.2	-2%	-18%	-14%	1%	i	0%
COc1ccc(NC(=O)CCNS(=O)(=O)c2ccc3c(c2)CC(C)N3C(=O)C2CC2)cc1 (stereo unspecified)	-0.2%	i	1.2	-8%	-2%	-2%	13%	i	-2%
Nc1ccn(C2OC(COP(=O)(O)O)C(O)C2O)c(=O)n1 (stereo unspecified)	0.1%	i	0.9	?	-11%	4%	-14%	i	nt

The list continues:
SMILES	Nrf2 activator	S2 tox	CCT modulator	Nrf2 inh	A549 tox	HepG2 viability	TGFb inhibitor	pAkt inh	Mm-Cpn inhibitor
CCc1cccc(CC)c1NC(=O)C1SC(=Nc2ccccc2C)C(c2nc3ccccc3s2)=C1N (stereo unspecified)	0.7%	i	-0.9	15µM*	-22%	-52%	0%	i	-13%
Cc1cc(C)cc(OCC(=O)N2CCC(c3nc4ccccc4s3)CC2)c1	5.3%	?	nt	8%	6%	-11%	?	nt	nt
CN(C(=O)COC(=O)CNC(=O)c1ccc(C(C)(C)C)cc1)c1c(N)n(Cc2ccccc2)c(=O)[nH]c1=O	-0.7%	i	0.4	1%	1%	-6%	0%	i	4%
COc1cccc(-c2nnc(NC(=O)c3cccs3)s2)c1	2.4%	i	0.0	22%	-1%	0%	-1%	i	-1%
COc1cc(CC(=O)Nc2ccc(N3CCOCC3)cc2)cc(OC)c1OC	0.1%	i	0.1	-6%	8%	2%	-1%	i	3%

Looked up one by one from the list above (5):
SMILES	Nrf2 activator	S2 tox	CCT modulator	Nrf2 inh	A549 tox	HepG2 viability	TGFb inhibitor	pAkt inh	Mm-Cpn inhibitor
COc1cc(CC(=O)Nc2ccc(N3CCOCC3)cc2)cc(OC)c1OC	0.1%	i	0.1	-6%	8%	2%	-1%	i	3%
Cc1cc(C)cc(OCC(=O)N2CCC(c3nc4ccccc4s3)CC2)c1	5.3%	?	nt	8%	6%	-11%	?	nt	nt
CN(C(=O)COC(=O)CNC(=O)c1ccc(C(C)(C)C)cc1)c1c(N)n(Cc2ccccc2)c(=O)[nH]c1=O	-0.7%	i	0.4	1%	1%	-6%	0%	i	4%
CCc1cccc(CC)c1NC(=O)C1SC(=Nc2ccccc2C)C(c2nc3ccccc3s2)=C1N (stereo unspecified)	0.7%	i	-0.9	15µM*	-22%	-52%	0%	i	-13%
COc1cccc(-c2nnc(NC(=O)c3cccs3)s2)c1	2.4%	i	0.0	22%	-1%	0%	-1%	i	-1%

Assay outcomes deposited in PubChem by National Center for Advancing Translational Sciences (NCATS).
